# PNC inhibitor – perinucleolar compartment assembly inhibition | 140,000 tested, 3.1% active | activity change (PNC), negative = inhibition, % at 10 µM | PC3M PTB-GFP, PNC prevalence imaging, 16 h; active compounds read low;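 active means readout at or below -70, meaning at least 70% loss of cells showing the perinucleolar compartment, a nuclear body marking cancer cells; inconclusive means readout between -30 and a set limit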;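 further: plate controls were DMSO wells for no effect and camptothecin positive control wells for full effect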
#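 PC3M cells stably expressing PTB-GFP, 750–1000 cells/well, treated 16 h at 37 °C with compound (23 nl of library stock), in duplicate. After paraformaldehyde fixation and Hoechst stain, imaged at 20x; PNC prevalence scored by image analysis.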
# IMPase inh – cell-permeable inhibitors of inositol monophosphatase (IMPase) | CHO-M1 cells, IP1 accumulation, HTRF TR-FRET ratio | 120,000 tested, under 10 active | P97697 | inhibition (IP1 accumulation), % at 46.1 µM | AID 901; active means well fitted curve in the direction sought with a large enough effect in the signal ratio, not every such curve was filed as active; inconclusive means small, poorly fitted or top-dose-only effect, or a change in a side signal; inactive means no such curve, though single readings can be large or run the other way; the % refers to the signal ratio;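 further: cells stimulated with carbachol in lithium chloride buffer; plate controls were DMSO basal wells for no effect and reference inhibitor wells for full effect; higher means more IMPase inhibition seen as more IP1 and lower FRET ratio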
# Target sequence (P97697 whole entry, looked up): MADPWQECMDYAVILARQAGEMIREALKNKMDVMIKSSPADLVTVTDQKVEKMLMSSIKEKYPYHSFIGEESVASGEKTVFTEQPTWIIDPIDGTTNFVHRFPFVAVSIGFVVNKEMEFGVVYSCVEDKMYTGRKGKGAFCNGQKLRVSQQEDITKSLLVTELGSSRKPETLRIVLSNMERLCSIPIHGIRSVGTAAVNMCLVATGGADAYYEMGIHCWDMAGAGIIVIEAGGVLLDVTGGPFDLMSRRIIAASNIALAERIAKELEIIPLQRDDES
#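 Seeded CHO-M1 cells were dosed with compound at up to 46 uM, stimulated with carbachol for 30 min, then lysed in IP-One detection reagents. Higher IP1 lowers the TR-FRET signal.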
# ALOX12 inhib – 12-hLO (ALOX12) enzyme inhibition. Potency, µM (titrated, usually from 57.1 µM), inactives show top-dose activity change, negative = inhibition, most hits filed as inhibitors. 150,000 tested, 0.12% active. purified 12-hLO, xylenol orange hydroperoxide absorbance; further: potency means the concentration at half of the fitted maximal effect; nearly all actives have a fitted effect of over 55% in size; many of its hits are not listed in these tables
# Target sequence (P18054 whole entry, looked up): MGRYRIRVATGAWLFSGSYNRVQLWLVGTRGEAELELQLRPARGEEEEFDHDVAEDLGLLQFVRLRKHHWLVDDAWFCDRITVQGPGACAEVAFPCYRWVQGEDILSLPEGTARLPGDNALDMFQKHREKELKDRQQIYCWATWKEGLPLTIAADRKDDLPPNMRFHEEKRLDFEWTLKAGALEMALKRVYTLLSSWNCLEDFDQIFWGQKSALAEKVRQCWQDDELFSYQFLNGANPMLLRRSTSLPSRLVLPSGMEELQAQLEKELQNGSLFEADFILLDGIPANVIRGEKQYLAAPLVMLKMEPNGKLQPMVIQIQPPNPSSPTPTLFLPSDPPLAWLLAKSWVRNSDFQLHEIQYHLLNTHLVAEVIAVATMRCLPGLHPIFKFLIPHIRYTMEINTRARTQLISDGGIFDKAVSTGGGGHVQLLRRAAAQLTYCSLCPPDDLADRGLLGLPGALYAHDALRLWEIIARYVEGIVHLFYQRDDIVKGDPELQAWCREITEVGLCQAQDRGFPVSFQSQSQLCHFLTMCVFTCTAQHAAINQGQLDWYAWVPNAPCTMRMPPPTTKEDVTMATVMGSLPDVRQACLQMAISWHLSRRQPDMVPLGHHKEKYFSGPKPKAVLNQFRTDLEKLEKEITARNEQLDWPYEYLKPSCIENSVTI
#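 Hydroperoxide formation by human 12-lipoxygenase from 40 uM arachidonic acid was followed colorimetrically via ferric-xylenol orange complex, using the 573/405 nm absorbance ratio. Enzyme concentration was 150 nM, with 30 min reaction at room temperature.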
# 15-hLO-2 inh – blocks human 15-lipoxygenase 2 activity; O15296; purified 15hLO-2, xylenol orange hydroperoxide absorbance; Potency, µM (doses to about 57.1 µM), for the others: at the highest dose activity change, negative = inhibition, hits mostly inhibitors; 110,000 tested, 0.56% active; further: potency means the concentration at half of the fitted maximal effect; nearly all actives have a fitted effect of over 60% in size; many of its hits are not listed in these tables
#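 Read-out: hydroperoxide product oxidises ferrous iron, measured as xylenol orange complex via the 573-to-405 nm absorbance ratio after 30 min. Reaction: 50 nM enzyme, 15 min compound preincubation, 45 uM arachidonic acid, 90 min RT, Hepes pH 7.5 with Triton X-100.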
# * = called active by the depositor; ? = inconclusive; . = not tested or not shown; [ ] = dose if it differs, or a comment. Unless noted, the call rests on the fitted dose curve; in most records, active means well fitted curve in the direction sought with a large enough effect; inconclusive means small, poorly fitted or top-dose-only effect, or another doubt; inactive means no such curve, though single readings can be large; an effect the other way counts as inactive or inconclusive. Unless noted, on the % scale 0 is the no-effect control and ±100 the full control effect. Compounds were not picked by outcome (roughly 3.1% active in at least one column).
SMILES,PNC inhibitor,IMPase inh,ALOX12 inhib,15-hLO-2 inh
CC(C)COn1c(=S)[nH]c2ccccc2c1=O,8,-2,-6%,-9%
O=C1CC(c2ccc(S(=O)(=O)N3CCN(c4ccccc4)CC3)cc2)CN1 (stereo unspecified),19,2,0%,4%[2.29 µM]
CCCn1cnc2c(N)c(C)c(C)cc21,16,2[1.84 µM],8%,-3%[11.4 µM]
CCCC(=O)Nc1cc(-c2cn3cccnc3n2)ccc1OC,14,-5,-4%,0%
C=CCc1c(OC(C)=O)c2ccccc2n(C)c1=O,-106*,.,3%,.
CCNC(=S)N1CCN(CCN=CC2=C(O)CC(c3cccs3)CC2=O)CC1 (stereo unspecified),-19,4,2%,-3%
COc1cc(-c2ncc3ccccn23)cc(OC)c1OC,-12,1,-5%,?
COC(=O)C1=C(O)/C(=C\c2ccc(CNS(=O)(=O)c3ccc(Cl)cc3)o2)N=C1C,-10,.,?,.
CC(Oc1ccc(Cl)cc1Cl)C(=O)Nc1cccnc1 (stereo unspecified),-26,4,-16%,.
OCCNCCOCCOc1ccccc1-c1ccccc1,26,.,-2%,.
CCN1C(=O)c2cccc3c(NC(=O)C(C)(C)C)ccc1c23,2,16,1%,-4%
Cc1ccc(C(=O)OCC(=O)N2CCc3ccccc32)cc1,-29,-4,4%,3%
COCCn1c(-c2cccs2)nc2c(c(=O)c3ccccc3n2C)c1=O,?,2,8%,-20%
O=C(Cn1c(=O)sc2ccccc21)NCc1ccco1,5,-6,-1%,0%
COc1ccc(N2C(N)=NC(N)=NC23CCCC3)cc1,-24,2,-1%,-1%
Cc1cc(C)n2nc(SCc3cc(=O)oc4cc(C)c(C)cc34)nc2n1,28,4,3%,0%
COC1=CC(=O)CC(C)C12Oc1c(Cl)c(OC)cc(OC)c1C2=O (stereo unspecified),-4,1,-4%,-8%
O=C(c1ccccc1)n1ccc2ccccc21,?,3,-4%,8%
O=C1c2ccccc2C(=O)N1CSc1nnc(Nc2ccccc2F)s1,65,?,-7%,.
CCC(C)[C@H](NC(=O)NCc1ccccc1)C(=O)O (stereo partly specified),18,-2,0%,7%
CS(=O)(=O)N1CCN(c2ccccc2NC(=O)Cc2ccccc2)CC1,-23,-16,3%,-10%
CC(CCc1ccccc1)NC(=O)/C=C/c1ccc(Cl)cc1 (stereo unspecified),13,.,-4%,.
CC(OC(=O)C1CC=CCC1C(N)=O)C(Cl)=C(Cl)Cl (stereo unspecified),?,9,-25%,-4%
Cn1c(NCc2ccco2)nc2c1c(=O)n(Cc1ccc(Cl)c(Cl)c1)c(=O)n2C,40,-2,-13%,-3%
Nc1ncc(-c2ccc([N+](=O)[O-])cc2)cn1,20,8,-3%,.

# (further entries)
SMILES,PNC inhibitor,IMPase inh,ALOX12 inhib,15-hLO-2 inh
C=CCN1C(=O)CSc2ccc(C(=O)OCC)cc21,29,4,-2%,3%
CCN(CC)c1ccc2cc(C=O)c(=O)oc2c1,-5,18,-19%,-17%
O=C(/C=C/c1cccc([N+](=O)[O-])c1)N1CCN(C(=O)c2ccco2)CC1,43,.,0%,.
CN(CC(=O)O/N=C(\N)c1ccc([N+](=O)[O-])cc1)S(=O)(=O)c1ccccc1,-16,2,2%,2%
CC1SC(c2ccc(Cl)cc2Cl)NC1=O (stereo unspecified),25,-12,-5%,.
O=C(O)CCN1C(=S)CSC1=S,.,.,2%[11.4 µM],4%[11.4 µM]
Cc1cccc(/C=N/NC(=O)C(C)Nc2cccc3ccccc23)n1 (stereo unspecified),20,0,-7%,13%
CCOC(=O)CN1N=C(/C=C/c2ccc(C)cc2)CCC1=O,29,-1,5%,5%
O=C(NCCN1CCCC1)c1cc(-c2ccncc2)nc2ccc(S(=O)(=O)N3CCOCC3)cc12,0,1,2%,3%
O=C(O)c1cccc(NS(=O)(=O)/C=C/c2ccccc2)c1,43,-4,0%,-4%
Cc1noc(/C=C/c2ccc(-c3ccccc3Cl)o2)c1[N+](=O)[O-],-21,12,-5%,-10%
CCOC(=O)Cc1csc(NC(=O)c2ccc(Cl)nc2)n1,6,-5,1%,-1%
Cn1c(=O)c2nnn(/N=C(\c3ccccc3)C3CC3)c2n(C)c1=O,-27,-2,0%,-5%
CCc1ccc(N2C(=O)/C(=C/c3cccs3)N(CC(=O)OC)C2=S)cc1,57,-2,-7%,-22%
C/C(=N\NC(=O)c1ccncc1)c1ccc2ccccc2c1O,.,.,1%[11.4 µM],0%[11.4 µM]
CCCCC(=O)Nc1sc2c(c1C(=O)OCC)CCC(C=O)=C2Cl,-5,-2,-1%,-26%
CSc1ccccc1NC(=O)COc1ccc(Cl)cc1,-10,.,2%,.
O=C(COc1ccccc1)OCc1csc(Nc2ccccc2)n1,?,.,-5%,.
COC(=O)CN1C(=O)C(O)(CC(=O)c2cccc(Br)c2)c2ccccc21 (stereo unspecified),-7,-8,-3%,-2%
Cc1c(Br)cc(C(=O)OC2CCN(C)CC2)c(C)c1C,5,-4,11%,36%[activator]
COC(=O)c1ccccc1NC(=O)Cn1c(SC)c(F)cnc1=O,-15,?,2%,-1%
O=C(O)CCC(=O)NNC(=O)CCC(=O)NCc1ccccc1,8,12,-5%,0%
CC(=C/C(=O)O)/C=C/c1ccco1,-12,.,-2%,.
CC(Nc1ccccc1)C(=O)Nc1ccc(F)cc1 (stereo unspecified),39,-2,3%,4%
C=CCn1c(SCC(=O)NC2CCCC2)nc2scc(-c3ccco3)c2c1=O,40,6,?,?

# (listing goes on)
SMILES,PNC inhibitor,IMPase inh,ALOX12 inhib,15-hLO-2 inh
Cc1noc(/C=C/N(C)C)c1S(=O)(=O)N1CCc2ccccc21,-28,-1,-8%,-5%
COc1cccc(-c2nc(CS(=O)(=O)CC(=O)N3CCN(c4ccccn4)CC3)c(C)o2)c1,?,-3,-1%,-3%
O=C(CSc1nnc([C@@H]2CCCN2)o1)c1ccc(Cl)cc1,14,17,-11%,-5%
Clc1ccc(-n2cnnn2)cc1,-6,0,-2%,-1%
CCC(=O)Nc1cc(ON=C(C)C)cc([N+](=O)[O-])c1,45,.,-4%,.
Cc1nnc(NC(=O)/C=C/c2ccco2)s1,-23,.,1%,.
Cc1nc(NC(=O)COC(=O)c2cc3c(s2)CCC(C)C3)c(Cl)cc1Cl (stereo unspecified),-15,6,0%,.
CCOc1ccc(C(=O)NC2CCN(S(C)(=O)=O)CC2)cc1,-87*,6,2%,5%
COc1ccc(S(=O)(=O)N2CCCC2C(=O)Nc2ccc(O)cc2)cc1 (stereo unspecified),44,-6,-5%,0%
CC1CCCN(C(=O)Nc2cccc(NC(=O)N3CCCC(C)C3C)c2)C1C (stereo unspecified),16,-8,-3%,-6%
COc1ccccc1-c1cc(C(=O)N/N=C/c2ccc(C)s2)c2ccccc2n1,29,8,-12%,4%
O=C1CC(c2ccc3c(c2)OCO3)c2cc3c(cc2N1)OCO3 (stereo unspecified),?,2,-8%,-5%
COc1ccccc1N(C(=O)c1snc(C(N)=O)c1N)C(C(=O)NCCC(C)C)c1ccco1 (stereo unspecified),8,7,-6%,0%
COC(=O)c1cc(NC(=O)c2ccc(Cn3cc(Cl)cn3)o2)cc(C(=O)OC)c1,19,3,0%,?
Cc1ccccc1N1CCN(CCCN2C(=O)CC(=C(c3ccccc3)c3ccccc3)C2=O)CC1,21,-2,-8%,42%[activator]
Cc1[nH]ccc(=O)c1OCc1ccc(Cl)cc1,-124*,?,5%,-4%[11.4 µM]
COc1ccc(-c2cc3c(=O)n(CC(=O)NC4CCN(Cc5ccccc5)CC4)ncn3n2)cc1,-90*,2,-7%,11%
O=C1C=CC(=O)N1c1ccc(OC(F)F)cc1,-9,.,-23%,.
CC(C)(C)c1ccc(S(=O)(=O)N2CCC(c3nc4ccc(Cl)cc4[nH]3)CC2)cc1,-6,3,6%,.
CC(NC(=O)c1ccc(F)cc1)c1ccccc1 (stereo unspecified),4,-2,-2%,1%
CCCn1c(=S)[nH]c2cc(C(=O)N3CCN(c4ccccc4OC)CC3)ccc2c1=O,5,-7,6%,.
Cc1[nH]c2ccccc2c1/C=C/C(=O)c1ccccc1,9,.,-6%,.
Cn1c(=O)c2[nH]c(NCC3CCCO3)nc2n(-c2ccccc2)c1=O (stereo unspecified),22,-3[1.84 µM],6%,-15%[11.4 µM]
CCOC(=O)c1sc(NC(=O)CCCn2nc([N+](=O)[O-])cc2C)c(C(=O)OCC)c1C,-8,1,-3%,.
COC(=O)C1=C(C(=O)OC)C(c2cc(Br)ccc2O)c2sc(=O)[nH]c2S1 (stereo unspecified),0,.,-5%,.

# (more compounds)
SMILES,PNC inhibitor,IMPase inh,ALOX12 inhib,15-hLO-2 inh
O=c1oc2cc(OCc3nn[nH]n3)ccc2c2c1CCCC2,?,-3,-5%,1%
CCC(CO)NC(=O)c1cc2c(s1)CCC2 (stereo unspecified),56,5,5%,3%
CC1(C)N=C(c2cccc(F)c2)C(=O)N1,?,?,-2%,-7%
c1csc(C(c2nnnn2C2CCCC2)N2CCCC3(CCCCC3)C2)c1 (stereo unspecified),29,0,4%,-12%
C=CCNC(=O)/C(C#N)=C/c1c(C)nn(-c2ccccc2)c1Cl,-18,.,-5%,.
O=c1[nH]c(=O)n(Cc2ccccc2)c2c1CCC2,-16,6,-2%,-1%
Cc1ccc(-n2cc(-c3ccccc3)[nH]c2=O)cc1F,-6,7,-23%,-17%
CCc1ccc2oc(C(=O)NCc3ccncc3)c(C)c2c1,?,4,2%,.
Cc1onc(-c2ccccc2Cl)c1C(=O)N/N=C(\N)COc1ccc(Cl)cc1,59,12,-14%,43%[activator]
COc1ccc(-c2cn3cccnc3n2)cc1NC(=O)c1cccs1,10,8,-1%,.
CC12CN3CC(C)(CN(C1)C3c1ccccc1Cl)C2O (stereo unspecified),-4,4,20%,.
CCn1cc(/C=C/C(=O)NCc2c(C)nn(C)c2C)cn1,-16,-1,-1%,7%
CC1(C)Oc2ccccc2OC1(O)c1ccc2ccccc2n1 (stereo unspecified),-113*,.,-1%,.
CCOC(=O)C(Sc1ncn[nH]1)c1ccccc1 (stereo unspecified),?,-3,-3%,-5%
CC(C)(C)c1cc(NC(=O)c2ccc(OC3CCCC3)cc2)no1,-16,.,0%,.
COC(=O)c1ccc(C(NC(=O)OCc2ccccc2)/C(=C/[C@@H](C)C(=O)N[C@@H](CO)Cc2ccccc2)c2cccnc2)cc1 (stereo partly specified),.,.,-5%,39%[activator]
CCCN(CCC)C(=O)CP(=O)(c1ccccc1)c1ccccc1,12,0,6%,-7%
CCc1c(C(=O)NCCc2ccc(OC)c(OC)c2)[nH]c(C)c1C(C)=O,12,-4,0%,1%

# Part of the list above, with each value named.
Cc1ccc(-n2cc(-c3ccccc3)[nH]c2=O)cc1F
  PNC inhibitor: -6
  IMPase inh: 7
  ALOX12 inhib: -23%
  15-hLO-2 inh: -17%

O=C1C=CC(=O)N1c1ccc(OC(F)F)cc1
  PNC inhibitor: -9
  IMPase inh: .
  ALOX12 inhib: -23%
  15-hLO-2 inh: .

CC(=C/C(=O)O)/C=C/c1ccco1
  PNC inhibitor: -12
  IMPase inh: .
  ALOX12 inhib: -2%
  15-hLO-2 inh: .

C=CCc1c(OC(C)=O)c2ccccc2n(C)c1=O
  PNC inhibitor: -106*
  IMPase inh: .
  ALOX12 inhib: 3%
  15-hLO-2 inh: .

# Three of these compounds, reformatted:
Compound	PNC inhibitor	IMPase inh	ALOX12 inhib	15-hLO-2 inh
CCn1cc(/C=C/C(=O)NCc2c(C)nn(C)c2C)cn1	-16	-1	-1%	7%
CC1(C)Oc2ccccc2OC1(O)c1ccc2ccccc2n1 (stereo unspecified)	-113*	.	-1%	.
CCOC(=O)C(Sc1ncn[nH]1)c1ccccc1 (stereo unspecified)	?	-3	-3%	-5%
